High-throughput results (PubChem)
CHRM5 agonist: CHRM5 agonism in calcium assay | P08912 | CHO-K1 hM5 cells, Fluo-8 calcium fluorescence; 0% DMSO wells, 100% maximal acetylcholine response | activation, % at 3 µM | 0.19% of 360,000 active;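 active means activation above the run's mean over test compounds plus 3 SD, cut at about 23% in these data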;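 further: signal is peak over basal fluorescence ratio across the kinetic read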
Target sequence (P08912 whole entry, looked up): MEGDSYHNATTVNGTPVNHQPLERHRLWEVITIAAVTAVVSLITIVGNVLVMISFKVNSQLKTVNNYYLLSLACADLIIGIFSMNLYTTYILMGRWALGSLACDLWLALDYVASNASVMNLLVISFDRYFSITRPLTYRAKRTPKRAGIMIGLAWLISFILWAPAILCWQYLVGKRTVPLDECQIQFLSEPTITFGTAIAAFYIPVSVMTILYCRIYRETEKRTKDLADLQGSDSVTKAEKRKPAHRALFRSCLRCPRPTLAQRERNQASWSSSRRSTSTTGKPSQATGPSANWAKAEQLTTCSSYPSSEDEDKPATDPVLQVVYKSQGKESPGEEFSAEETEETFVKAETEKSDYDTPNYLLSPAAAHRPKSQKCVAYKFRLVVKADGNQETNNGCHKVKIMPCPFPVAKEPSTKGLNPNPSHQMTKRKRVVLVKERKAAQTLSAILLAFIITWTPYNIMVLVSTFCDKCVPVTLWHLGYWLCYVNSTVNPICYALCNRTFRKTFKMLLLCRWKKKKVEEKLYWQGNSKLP
M5 antag: CHRM5 antagonism in calcium assay; 0.59% of 360,000 active; P08912; inhibition, % at 3 µM; CHO-hM5 cells, Fluo-8 calcium fluorescence, ACh EC80; AID 624040;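 active means inhibition above a per-plate cutoff, the mean of that plate's test compounds plus 3 SD, cut at about 27% in these data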;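 further: 0% = acetylcholine EC80 with DMSO and 100% = DMSO without agonist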
M4 ag: CHRM4 agonism in calcium assay; P08173; activation, % at 3 µM; CHO-K1 hM4/Gqi5, Fluo-8 calcium fluorescence; vehicle 0%, full acetylcholine response 100%; 0.14% of 360,000 active;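 active means activation above the run mean over all test wells plus 3 SD, cut at about 32% in these data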;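 further: peak over basal fluorescence ratio per well then scaled between controls; 0% = DMSO wells and 100% = acetylcholine at EC100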
Target sequence (P08173 whole entry, looked up): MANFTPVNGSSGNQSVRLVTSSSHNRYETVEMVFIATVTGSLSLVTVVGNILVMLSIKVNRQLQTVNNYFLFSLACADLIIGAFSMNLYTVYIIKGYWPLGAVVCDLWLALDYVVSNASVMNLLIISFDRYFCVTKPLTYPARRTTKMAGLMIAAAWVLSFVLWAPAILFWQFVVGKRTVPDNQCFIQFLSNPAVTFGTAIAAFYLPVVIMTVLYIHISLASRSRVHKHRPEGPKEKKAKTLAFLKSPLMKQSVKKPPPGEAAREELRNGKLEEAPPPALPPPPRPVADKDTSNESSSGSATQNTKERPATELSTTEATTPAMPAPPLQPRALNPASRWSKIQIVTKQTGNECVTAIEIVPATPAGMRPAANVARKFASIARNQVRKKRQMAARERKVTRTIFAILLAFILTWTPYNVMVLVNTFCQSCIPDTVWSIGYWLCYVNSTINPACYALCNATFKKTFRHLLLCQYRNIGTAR
CHO-K1 Ca PAM: M1 PAM counterscreen hit in parental CHO-K1 cells; 0.02% of 360,000 active; activation, % at 3 µM; ATP EC20, Fluo-8 calcium fluorescence; 0% at ATP EC20, 100% at ATP max;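 active means activation above the run cutoff, the mean activation of all test compounds plus 3 SD, cut at about 40% in these data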;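 further: peak over basal fluorescence ratio in a 140 s read after ATP addition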
CHO-K1 Ca antag: nonselective inhibitor or artifact in parental CHO-K1 cells; ATP-induced calcium, Fluo-8 fluorescence; inhibition, % at 3 µM; 0.6% of 360,000 active;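 active means inhibition above a per-plate cutoff, the plate's mean sample inhibition plus 3 SD, cut at about 24% in these data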;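 further: 0% = DMSO plus EC80 ATP and 100% = DMSO alone without ATP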
CHRM4 PAM: potentiates acetylcholine response at human M4 receptor | CHO-K1 hM4/Gqi5, Fluo-8 calcium fluorescence, ACh EC20; 0% = ACh EC20, 100% = maximal ACh | activation, % at 3 µM | 0.4% of 360,000 active | AID 624126;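 active means activation above its plate's cutoff, the mean activation of sample wells plus 3 SD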; further: some results filed as inactive read as strong as hits
CHRM4 antagonist: CHRM4 antagonism in calcium assay; P08173; CHO-hM4 cells, ACh EC80, Fluo-8 calcium fluorescence; inhibition, % at 3 µM; 0.73% of 360,000 active; AID 624125;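 active means inhibition above its plate's cutoff, the mean inhibition of sample wells plus 3 SD, cut at about 27% in these data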;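 further: 0% = acetylcholine EC80 with DMSO and 100% = DMSO without agonist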
CHO-K1 Ca ag: counter-screen for M1 agonists: effect in parental CHO-K1 cells. Fluo-8 calcium fluorescence; scaled to maximal ATP response, vehicle zero. activation, % at 3 µM. 0.48% of 360,000 active; in the data active means activation above about 15%;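 further: untransfected CHO-K1 host cells lacking M1 receptor as counterscreen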
M5 PAM: positive allosteric modulators of human muscarinic M5 receptor; activation, % at 3 µM; AID 624038; 0.3% of 360,000 active; CHO-K1 hM5, Fluo-8 calcium, ACh EC20 PAM; 0% = ACh EC20, 100% = ACh EC100; P08912;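 active means activation above the run cutoff, the mean activation of all test compounds plus 3 SD, cut at about 18% in these data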
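System – CHO-K1 hM5 cells · Compound – 3 µM, single dose · Incubation – compound preincubation 140 s before EC20 acetylcholine addition · Technique – Fluo-8 calcium fluorescence · Measure – Max/basal fluorescence ratio as % of EC20–EC100 ACh window · Benchmarks – low control EC20 acetylcholine (0%), high control EC100 acetylcholine (100%) · Replication – singlicate, one well per test compound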
* = called active by the depositor; . = no result given.

SMILES	CHRM5 agonist	M5 antag	M4 ag	CHO-K1 Ca PAM	CHO-K1 Ca antag	CHRM4 PAM	CHRM4 antagonist	CHO-K1 Ca ag	M5 PAM
CC(=O)NCc1ccc(S(=O)(=O)NC(C)CCc2ccccc2)cc1 (centres undefined)	-1	-1	1	-6	-7	-9	8	0.7	5
COc1ccc(N(CC(=O)Nc2cccc(C)c2C)S(=O)(=O)c2c(C)n[nH]c2C)cc1	-5	4	4	13	-4	-2	2	1.9	-5
O=Nc1c(O)[nH]c2ccc(F)cc12	3	-2	2	-7	-6	19	-7	0.9	8
C=CCOc1nc(-c2ccncc2)nc2ccccc12	-10	-4	1	14	-2	5	-7	-0.1	4
COc1ccc(-c2coc3c(C(=O)NCC4CCOCC4)cccc23)c(C)c1	5	18	12	-13	22	-3	-1	6.9	-12
N#CCCNS(=O)(=O)c1ccc(C(=O)OCCCOC(=O)c2ccc(S(=O)(=O)NCCC#N)cc2)cc1	-1	-6	1	-4	-9	-5	3	0.7	0
Cc1cccc(OCCCCn2c(CO)nc3ccccc32)c1	2	-3	4	15	-5	-6	-5	3.8	-2
CCCCOc1ccc(/C(O)=C(\C#N)c2nc3ccccc3[nH]2)cc1	1	7	1	-4	-11	-2	2	1.6	-3
CCCS(=O)(=O)N1CCC(C(=O)NCCCOC)CC1	-1	4	0	19	-2	3	5	0.5	-3
S=C(NCc1ccco1)N/N=C/c1cccnc1	1	10	11	5	-7	-30	-1	5.2	-14
CC1(C)Oc2ccc3ccc(=O)oc3c2/C(=C/N)C1=O	-1	0	2	15	-16	6	4	0.9	2
COc1ccccc1/C=C/CN1CCOCC1	1	4	1	11	-17	3	-1	0.5	-2
Cc1ccc(C(=O)NNC(=O)C2CCN(Cc3ccccc3)CC2)cc1	-4	10	0	5	-12	-3	-5	-0.2	0
O=c1c2ccccc2c(=O)n(-c2ccccc2)n1-c1ccccc1	-1	11	0	9	-8	4	-2	1.3	6
O=C(Nc1ccccc1Cl)C(=O)c1cn(CC(=O)N2CCOCC2)c2ccccc12	-2	-6	1	18	-1	4	0	0.6	5
CC(=O)Nc1ccc(C(=O)OCC(=O)Nc2ccccc2F)cc1	0	4	3	5	-6	-1	7	5.8	-6
COc1ccc(NS(=O)(=O)c2cccc(C(=O)N3CCN(Cc4ccc5c(c4)OCO5)CC3)c2)cc1	0	-1	6	10	-4	4	-1	7.2	3
COCCCn1cc(CN2CC(N3CCN(Cc4ccccc4F)CC3)CS2(=O)=O)nn1 (centres undefined)	2	-1	0	-11	0	2	4	-0.3	-1
COc1ccnc(Oc2ccc(C)cc2)c1C#N	-1	4	0	-14	-1	6	5	-0.8	-3
COc1cc(CCC(=O)NCCc2ccc(F)cc2)cc(OC)c1OC	-5	16	1	7	0	0	-11	-0.3	-3
COc1cccc(S(=O)(=O)N(C)C[C@H]2OCc3cnnn3CCCC(=O)N([C@@H](C)CO)C[C@H]2C)c1	0	8	0	10	-4	4	-9	0.2	-2
O=C(O)c1cscn1	-2	-8	1	14	-4	12	-15	0.0	4
O=C(NC(=O)N1CCCCC1)c1ccccc1	1	8	1	29	-24	0	-7	1.0	-1
COc1ccc2c(c1)OC[C@H]1[C@H]2N2C(=O)c3ccccc3NC(=O)[C@@]2(C)[C@H]1c1ccccc1	-6	12	2	23	-10	-11	56*	1.1	-20
Cc1cc(C)cc(C(=O)N(C)C2CCCN(Cc3ccccc3F)C2)c1 (centres undefined)	-5	2	0	5	-2	-6	2	0.2	-4
SMILES	CHRM5 agonist	M5 antag	M4 ag	CHO-K1 Ca PAM	CHO-K1 Ca antag	CHRM4 PAM	CHRM4 antagonist	CHO-K1 Ca ag	M5 PAM
NC(=O)CC(NC(=O)Cc1cccc2ccccc12)c1ccc(NCc2ccc(F)c(F)c2)c([N+](=O)[O-])c1 (centres undefined)	-3	3	2	12	-11	24*	-26	-0.3	2
O=C(CCc1nc(-c2ccc(Cl)cc2)no1)NCc1ccccc1CN1CCOCC1	1	3	3	6	-3	-6	4	1.4	-4
O=C(CSc1nnnn1-c1ccc2c(c1)OCCO2)Nc1nc2c(s1)CCCC2	2	-1	13	-11	-3	-7	-4	1.9	-8
O=C(COc1ccccc1)NCCn1ccc2ccccc21	-1	7	0	1	-1	11	16	0.7	-1
Cn1c(=O)c2c(nc(SCCN3CCOCC3)n2Cc2ccccc2)n(C)c1=O	-3	0	1	8	-2	-10	0	0.2	-3
c1cnc2c(c1)ncc1cscc12	-2	-4	5	2	3	1	-9	0.5	-4
CCOc1ccccc1N1CC(C(=O)NCCOc2ccccc2OC)CC1=O (centres undefined)	-1	-4	3	8	-2	7	-2	0.8	-2
CCOC(=O)N1C/C(=C\c2ccccc2)C(=O)/C(=C/c2ccccc2)C1	-4	8	5	7	-9	-8	-7	1.6	3
Cc1cccc(C)c1NC(=O)CN1CCN(c2ccc(F)cc2)CC1	3	6	2	-9	-3	-3	3	0.7	-5
COc1cc(C(=O)COC(=O)C2CCCCC2)cc(OC)c1OC	0	5	2	12	-3	5	-5	1.4	4
CC(C)n1nc(C(=O)OCC(=O)c2c[nH]c3ccccc23)c2ccccc2c1=O	4	16	11	-17	11	0	11	0.6	-13
CC1(C)NC(=O)N(CC(O)COC2CCCCC2)C1=O (centres undefined)	2	-4	0	13	1	2	2	0.0	3
Cc1cc(C)c(NC(=O)CN(C)C(=O)c2ccc(OCc3ccccc3)cc2)c(C)c1	0	2	1	15	-2	4	1	0.2	1
COC(=O)CCC(=O)NN1C(=O)c2ccccc2C1=O	0	11	1	2	-3	-3	3	0.4	1
Cc1ccccc1-c1cc(C(=O)n2cccn2)c2cc(Cl)ccc2n1	-2	6	-2	24	-12	12	2	0.1	-2
COc1cccc(OCCNS(=O)(=O)c2ccccc2[N+](=O)[O-])c1	-3	-1	2	0	-7	0	0	0.9	0
COc1ccc([C@H]2CC(=O)C=C(/C=C/c3ccc(Cl)cc3)C2)cc1	-2	17	1	11	-12	5	-2	-0.1	-3
CC(C)(O)CNC(=O)Nc1ccc(Cl)c(Cl)c1	9	15	30	6	-2	-14	14	12	-31
CN(C/C(O)=C(\C#N)c1ccccc1)C1CCCCC1	-2	-4	0	7	-7	10	-4	0.1	-3
Cc1ccc(S(=O)(=O)N/N=C/C(C)(C)CO)cc1	-5	14	0	15	-10	15	1	0.5	2
OCC1(CC2CCCCO2)CCN(C/C=C/c2ccccc2)CC1 (centres undefined)	-10	-9	3	13	-7	-2	-2	1.5	3
COc1cccc(CC2(CO)CCCN(Cc3cc(F)ccc3-n3cccn3)C2)c1 (centres undefined)	-5	0	1	12	2	1	-3	0.1	7
c1ccc(-c2nnc(N3CCN(c4ccccn4)CC3)c3ccccc23)cc1	-1	15	8	-7	21	-16	5	2.1	-18
C#CCn1c(CCNC(=O)c2ccco2)nc2ccccc21	-2	-3	2	18	-6	15	0	1.1	6
O=C(Cc1ccc(F)cc1)Nc1nccs1	3	1	1	10	-8	0	-8	0.7	7
SMILES	CHRM5 agonist	M5 antag	M4 ag	CHO-K1 Ca PAM	CHO-K1 Ca antag	CHRM4 PAM	CHRM4 antagonist	CHO-K1 Ca ag	M5 PAM
C[n+]1cnc(-c2ccccc2)cc1-c1ccccc1	-6	2	1	8	-1	21	-16	0.0	4
COc1ccc2nc(Nc3nc(CSc4ccc(C)cc4)cc(=O)[nH]3)nc(C)c2c1	1	-5	0	21	-9	-1	0	-0.1	7
CC(C)(C)C(=O)OCCNc1nc(-c2ccccc2)nc2ccccc12	-5	3	5	7	-5	-20	-1	1.9	-14
C=CC(=O)Nc1ccc(Nc2ccnc(Nc3ccc(N4CCN(C)CC4)cc3)n2)cc1	-1	11	1	-15	-1	1	-1	-0.2	-3
COc1cccc2cc(C(=O)N3CCN(c4ccc(C)cc4C)CC3)c(=O)oc12	2	-3	0	25	-1	6	-10	0.2	0
Cn1nnnc1SCCNCC#Cc1ccccc1	-4	6	0	12	2	-6	8	0.5	2
COc1ccc(OC)c(C2Nc3c(Cl)ccc(C(=O)O)c3C3C=CCC32)c1 (centres undefined)	1	10	11	9	3	-6	6	2.7	-11
C/C(=N\NC(=O)c1cccs1)c1ccc2ccccc2c1	-1	3	0	-7	-5	-1	7	0.0	-7
O=C(Cc1ccc(Br)cc1)NCCc1ccc(F)cc1	-6	9	-1	-4	-5	6	0	-0.4	4
CCN(CC)S(=O)(=O)c1ccc(C(=O)NNC(=O)C2CCN(S(=O)(=O)c3ccc(Cl)cc3)CC2)cc1	-1	4	0	16	-5	-5	-3	-0.4	-1
CN(Cc1ccccc1)C(=O)c1cccc(NC(=O)Cc2cccc([N+](=O)[O-])c2)c1	-1	13	17	-5	-10	-12	2	8.6	-14
C=CCn1c(SCC(=O)Nc2cc(C)c(Cl)cc2OC)nnc1-c1ccco1	0	2	-1	22	-4	-1	10	1.6	1
O=C(NCc1ccc(F)cc1)c1cc2ccccn2n1	-2	2	1	18	-16	3	1	0.6	-3
O=C(Nc1nc(-c2cccs2)cs1)c1ccc(Cl)cc1	-14	0	-1	14	-18	1	1	0.2	12
Cc1cc(=O)c2ccc3ccccc3c2[nH]1	-1	-1	1	21	-13	5	-9	0.8	-2
CCN(CC)S(=O)(=O)c1cccc(-c2nnc(SCCCC(=O)c3ccc(F)cc3)o2)c1	0	2	5	13	8	-8	-2	2.0	-8
N=C1CCCN1CC(=O)c1ccc(Br)cc1	0	-3	1	-7	12	-9	-1	1.0	-2
O=C(NC1CCCCC1)c1ccc(CS(=O)Cc2ccc(Cl)cc2)o1 (centres undefined)	-1	0	1	-5	-8	2	5	0.7	-2
CCOC(=O)c1cnn(-c2ccc([N+](=O)[O-])cc2)c1N	5	2	1	18	-5	-9	0	0.3	8
COc1ccc(C(=O)c2c3ccc([N+](=O)[O-])cc3[n+]([O-])n2CCCN)cc1	-5	4	.	19	-12	16	-14	0.1	11
O=C(O)c1cccc(-c2csc(C(O)c3ccccc3)n2)c1 (centres undefined)	0	3	0	0	1	-2	2	0.0	-5
Cc1nnc2ccc(-c3cccc(NC(=O)Cc4cccs4)c3)nn12	9	3	5	14	-6	-17	7	2.9	-1
COc1ccc2oc(C(=O)N3CCc4ccccc43)c(C)c2c1	-4	-4	0	9	5	1	1	-0.2	1
NC(=O)CN1CCN(CCN2C(=O)c3cccc4cccc(c34)C2=O)CC1	-4	16	0	-8	2	1	11	-0.2	-4
CC1N(O)C(C)(C)C(c2ccccc2)=[N+]1[O-] (centres undefined)	1	8	0	10	-2	2	0	-0.4	-5
O=C(NCCc1cn2ccccc2n1)C1CCCCC1	-1	-3	2	23	-6	3	-11	-0.3	1

Single records, as listed above. Screens in order: CHRM5 agonist	M5 antag	M4 ag	CHO-K1 Ca PAM	CHO-K1 Ca antag	CHRM4 PAM	CHRM4 antagonist	CHO-K1 Ca ag	M5 PAM
O=C(Cc1ccc(Br)cc1)NCCc1ccc(F)cc1 across the screens: -6	9	-1	-4	-5	6	0	-0.4	4
O=C(NCCc1cn2ccccc2n1)C1CCCCC1 across the screens: -1	-3	2	23	-6	3	-11	-0.3	1
NC(=O)CN1CCN(CCN2C(=O)c3cccc4cccc(c34)C2=O)CC1 across the screens: -4	16	0	-8	2	1	11	-0.2	-4
O=C(Nc1nc(-c2cccs2)cs1)c1ccc(Cl)cc1 across the screens: -14	0	-1	14	-18	1	1	0.2	12
CCOC(=O)c1cnn(-c2ccc([N+](=O)[O-])cc2)c1N across the screens: 5	2	1	18	-5	-9	0	0.3	8
